# Screening results: PubChem, several laboratories
# Keap1 Nrf2 FP: Keap1-Nrf2 protein-protein interaction inhibitors, primary screen, biochemical, fluorescence polarization, single point | Kelch-like ECH-associated protein 1 (Homo sapiens), Q14145 | Keap1 Kelch-Nrf2 peptide fluorescence polarization, 1536-well | inhibition, % at 9.4 µM | 340,000 tested, 0.15% active | AID 504523, 2011; in the data active = inhibition above about 12%;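 also: human Keap1 Kelch domain with fluorescein labeled Nrf2 9mer peptide probe; 0% = neutral control wells and 100% = peptide positive control; higher means more block of Keap1 binding to Nrf2 peptide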
# PKA-R2B activ: activators of PKA-R2B holoenzyme, primary screen, biochemical, fluorescence polarization, Cy5-IP20, human. activation, % at 11.4 µM. AID 504700, 2011. 340,000 tested, 0.079% active. PKA-R2B holoenzyme dissociation; R2B truncated from residue 108, S112A mutant; 0% DMSO only, 100% 113 µM cGMP. cAMP-dependent protein kinase catalytic subunit beta (Homo sapiens) + cAMP-dependent …;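 active = activation above a cutoff set at the mean over all compounds plus 3 SD, cut at about 18% in these data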;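 also: higher means more holoenzyme dissociation and a rise in polarization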
# Cardiac RTF inh: cardiac RTF calcium sensitivity inhibitors, primary screen, biochemical, IANBD-TnC fluorescence, EC70 calcium. Troponin I, cardiac muscle (Homo sapiens) + Troponin T, cardiac muscle (Homo sapiens) + …. IANBD-labeled cardiac RTF, Ca2+ fluorescence. inhibition, % at 7.15 µM. 340,000 tested, 0.12% active. AID 493244, 2011;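 active = inhibition above the mean inhibition of all tested compounds plus 3 SD, cut at about 17% in these data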;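 also: assay run at fixed EC70 calcium of 1.6 mM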
# C-LANA FP: inhibitors of KSHV C-LANA binding to DNA, primary screen, biochemical, fluorescence polarization, FAM-LBS DNA, MBP-C-LANA, single point | Kaposi's sarcoma herpesvirus LANA C-terminal domain (residues 932-1162) DNA binding | 340,000 tested, 0.078% active | inhibition, % at 9 µM | AID 504423, 2011;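 active = highest replicate inhibition at or above 60% at 9 µM, even if other replicates fall short; inactive = all replicates below 60% inhibition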;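 also: 0% = neutral control wells and 100% = 4 µM acridine orange control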
# CAL PDZ FP-1: CAL PDZ peptide-binding inhibitors, primary screen, biochemical, fluorescence polarization, Cer-tagged CAL PDZ, HTS | Golgi-associated PDZ and coiled-coil motif-containing protein (Homo sapiens), Q9HD26 | purified CAL PDZ, TMR-peptide fluorescence polarization, 1 h | inhibition, % at 20 µM | 330,000 tested, 0.02% active | AID 504414, 2011;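 active = highest replicate inhibition of at least 40%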;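 also: plate controls were DMSO neutral control wells for no effect and unlabeled competitor peptide control wells for full effect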
#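 System: tagged CAL PDZ domain. Schedule: 1 h room-temperature incubation prior to read. Signal: fluorescence polarization (mP). Measure: percent inhibition from loss of millipolarization.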
# cardiac RTF act: cardiac RTF calcium sensitivity activators, primary screen, biochemical, IANBD-TnC fluorescence, EC20 calcium. Troponin I, cardiac muscle (Homo sapiens) + Troponin T, cardiac muscle (Homo sapiens) + …. IANBD-labeled TnC RTF fluorescence at EC20 calcium; 0% EC20 calcium, 100% full calcium. activation, % at 7.2 µM. 340,000 tested, 0.24% active. AID 493008, 2010;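 active = activation above the mean over all tested compounds plus 3 SD, cut at about 30% in these data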;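 also: rise in fluorescence read as greater calcium sensitivity of cardiac thin filaments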
# CAL PDZ FP-2: untagged CAL PDZ binding inhibitors, primary screen, biochemical, fluorescence polarization, HTS; purified CAL PDZ, TMR-peptide fluorescence polarization, 1 h; inhibition, % at 24.9 µM; 300,000 tested, 0.92% active; AID 602252, 2012;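 active = mean inhibition of at least 30% with at least half of replicates also reaching 30%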;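 also: 0% = DMSO neutral control and 100% = excess unlabeled competitor peptide PRC23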
# SR-BI uptake up: activators of SR-BI mediated DiI-HDL uptake, primary screen, ldlA[mSR-BI] CHO cells, DiI fluorescence; 3 h; 100 = double the neutral-control signal; activation, % at 12.5 µM; 320,000 tested, 0.096% active;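 active = mean replicate activation of at least 60% and every replicate at or above 60%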;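 also: 0% = median plate neutral-control signal and 100% = twice that signal; values of inactives mirror those of a sister screen read the other way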
#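 material = CHO ldlA[mSR-BI] cells | medium = Ham's F12 with 0.5% BSA, HEPES 25 mM, pH 7.4 | reagent = fluorescent DiI-HDL, 10 µg/mL final | compound dosing = single-point compound dose | incubation = 3 h, 37 °C | measured by = bottom-read fluorescence, 550/595 nm | measure = HDL uptake via cellular fluorescence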
# Rtt109 Vps75: inhibitors of C. albicans Rtt109/Vps75 HAT, primary screen, biochemical, ThioGlo CoA-SH fluorescence, plate reader. Histone acetyltransferase RTT109 (Candida albicans (strain SC5314 / ATCC MYA-2876)), …. purified Rtt109/Vps75, 4 h. inhibition, % at 34.9 µM. 330,000 tested, 0.16% active. AID 540336, 2011;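 active = inhibition of at least 50% in every replicate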
# Target sequence (Q5AAJ8 whole entry, looked up): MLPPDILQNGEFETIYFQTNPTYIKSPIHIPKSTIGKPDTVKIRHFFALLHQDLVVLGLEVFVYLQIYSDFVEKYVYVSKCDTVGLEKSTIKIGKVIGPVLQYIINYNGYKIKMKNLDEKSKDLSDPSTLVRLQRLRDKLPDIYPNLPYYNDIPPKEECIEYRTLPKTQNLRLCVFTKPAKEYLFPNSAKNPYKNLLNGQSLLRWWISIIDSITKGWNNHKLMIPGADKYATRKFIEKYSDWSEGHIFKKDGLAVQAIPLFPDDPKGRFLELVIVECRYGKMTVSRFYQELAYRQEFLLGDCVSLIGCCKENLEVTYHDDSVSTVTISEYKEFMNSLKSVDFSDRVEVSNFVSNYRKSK
# DAGLB inhibitor: DAGLB lipase inhibitors, primary screen, biochemical, fluorescence, HTS; HEK293T DAGLB membrane lysate, EnzChek fluorogenic substrate; inhibition, % at 5.17 µM; Diacylglycerol lipase-beta (Homo sapiens), Q8NCG7; 340,000 tested, 0.059% active; AID 504411, 2011; in the data active = inhibition above about 34%;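 also: 0% = enzyme with vehicle and 100% = wells lacking enzyme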
# Target sequence (Q8NCG7 whole entry, looked up): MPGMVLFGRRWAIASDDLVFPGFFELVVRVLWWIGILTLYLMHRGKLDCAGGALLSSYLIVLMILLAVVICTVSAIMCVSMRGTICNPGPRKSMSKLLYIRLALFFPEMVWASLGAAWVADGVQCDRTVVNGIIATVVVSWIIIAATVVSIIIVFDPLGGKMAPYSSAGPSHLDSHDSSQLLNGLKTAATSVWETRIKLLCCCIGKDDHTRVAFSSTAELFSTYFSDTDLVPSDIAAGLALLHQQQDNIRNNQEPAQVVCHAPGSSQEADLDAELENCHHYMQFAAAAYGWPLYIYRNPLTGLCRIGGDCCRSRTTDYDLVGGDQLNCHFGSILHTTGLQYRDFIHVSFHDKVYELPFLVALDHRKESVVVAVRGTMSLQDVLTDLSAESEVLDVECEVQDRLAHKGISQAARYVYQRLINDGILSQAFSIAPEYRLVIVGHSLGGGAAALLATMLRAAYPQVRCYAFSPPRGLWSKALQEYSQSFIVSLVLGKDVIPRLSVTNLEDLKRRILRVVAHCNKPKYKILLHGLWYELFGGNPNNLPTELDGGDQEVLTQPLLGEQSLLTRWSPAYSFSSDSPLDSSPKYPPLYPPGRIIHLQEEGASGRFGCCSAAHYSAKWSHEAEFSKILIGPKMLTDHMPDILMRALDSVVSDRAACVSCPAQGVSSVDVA
# * marks the source's active call; other numbers are inactive results; . = not tested or not shown.
# The line under a structure holds: Rtt109 Vps75	PKA-R2B activ	Keap1 Nrf2 FP	cardiac RTF act	C-LANA FP	CAL PDZ FP-2	DAGLB inhibitor	CAL PDZ FP-1	SR-BI uptake up	Cardiac RTF inh
CC(C)(C)c1ccc(CN2C(=O)CSC2=O)cc1
    -1	-10	1	6	1.2	-2	2	-2.5	6	-5
COC(=O)CCCCC1SCC2NC(=O)NC21O (centres undefined)
    -10	-2	-5	-6	1.5	-3	-4	-2.2	57	-7
COc1ccc(/C=N/Nc2cc(C)nc3c(C)cccc23)cc1
    9	0	1	-5	-8.5	-15	3	-7.5	-29	-5
CC1(c2ccccc2)CC(C)(C)N2C(=O)Cc3cccc1c32 (centres undefined)
    2	-2	-3	-3	-6.1	0	-5	-0.8	0	-4
O=C(CCc1ccccc1)NN1C(=O)C2C3C=CC(O3)C2C1=O (centres undefined)
    -14	-11	1	3	0.3	-8	-2	-1.2	3	-2
COC(=O)c1cn(C)c2ccc(S(=O)(=O)N3CCCCC3)cc2c1=O
    -8	3	-5	-3	-0.6	.	1	0.6	11	-2
Cc1nnc(NC(=O)c2ccc(Br)cc2)s1
    3	-7	-4	5	0.6	0	-2	-1.0	12	-4
O=C1NC2=C(C(=O)CCC2)C(c2ccccc2)N1 (centres undefined)
    -5	2	-6	-1	-1.0	2	0	-1.7	7	-1
CC(=O)N1CCC(C(=O)N2CCN(S(=O)(=O)c3ccc(Cl)s3)CC2)CC1
    -7	-8	2	-9	0.5	-1	0	-0.3	52	2
COc1ccc(Nc2nc(N)nc(CSC(=S)N3CCCCC3)n2)cc1
    3	-1	4	-9	0.1	-1	2	-2.4	-18	-13

# The closing 6 entries of the part above are carried over, then new ones follow:
# The line under a structure holds: Rtt109 Vps75	PKA-R2B activ	Keap1 Nrf2 FP	cardiac RTF act	C-LANA FP	CAL PDZ FP-2	DAGLB inhibitor	CAL PDZ FP-1	SR-BI uptake up	Cardiac RTF inh
O=C(CCc1ccccc1)NN1C(=O)C2C3C=CC(O3)C2C1=O (centres undefined)
    -14	-11	1	3	0.3	-8	-2	-1.2	3	-2
COC(=O)c1cn(C)c2ccc(S(=O)(=O)N3CCCCC3)cc2c1=O
    -8	3	-5	-3	-0.6	.	1	0.6	11	-2
Cc1nnc(NC(=O)c2ccc(Br)cc2)s1
    3	-7	-4	5	0.6	0	-2	-1.0	12	-4
O=C1NC2=C(C(=O)CCC2)C(c2ccccc2)N1 (centres undefined)
    -5	2	-6	-1	-1.0	2	0	-1.7	7	-1
CC(=O)N1CCC(C(=O)N2CCN(S(=O)(=O)c3ccc(Cl)s3)CC2)CC1
    -7	-8	2	-9	0.5	-1	0	-0.3	52	2
COc1ccc(Nc2nc(N)nc(CSC(=S)N3CCCCC3)n2)cc1
    3	-1	4	-9	0.1	-1	2	-2.4	-18	-13
O=C(CCC1CCCN(C(=O)c2ccc3[nH]ccc3c2)C1)N1CCN(c2ccccn2)CC1 (centres undefined)
    7	-12	-4	1	-0.2	.	0	-0.9	10	-7
NC(=O)c1c(NC(=O)c2cccc(N3C(=O)CCC3=O)c2)sc2c1CCCCC2
    -3	12	2	-4	2.4	-4	2	-0.4	-59	-11
CCc1nnc(NC(=O)c2cc(S(=O)(=O)N3CCN(c4ccccc4)CC3)ccc2Cl)s1
    -6	-10	0	-7	-0.3	-3	4	-0.3	-10	0
CCC(C)(C)n1nnnc1CN1CCC(c2nc3ccc(C)cc3[nH]2)CC1
    22	3	-6	-6	-0.7	.	2	-0.8	-6	-4
CCOc1cc(/C=N/NC(=O)c2nn(C)cc2Br)ccc1OCc1ccccc1
    1	-4	2	-14	0.1	1	0	-3.4	-54	-1
CCNC(=S)SCCOc1ccc(C)cc1
    -12	4	1	2	-1.1	-1	-3	-2.5	-50	-5
CCOC(=O)C1CCN(C(=O)c2n[nH]c(=O)c3ccccc23)CC1
    -14	0	3	-2	-0.4	.	-2	-0.1	2	0
Cc1nnsc1SC(C)C(=O)O (centres undefined)
    -11	-5	4	-7	0.7	-6	2	1.0	-4	9
Cc1cccc(NC(=O)COC(=O)c2ccc3c(c2)OCO3)c1C
    -7	6	3	1	-0.9	-2	-1	-4.7	4	3
Cc1cc(C)cc(N(CCC#N)C(=O)COC(=O)c2ccc(OCc3c(C)noc3C)cc2)c1
    1	-14	-2	4	0.4	-3	-2	-2.8	-62	-23
Cc1cc(NC(=O)C2CCN(S(=O)(=O)c3cnc[nH]3)CC2)ccc1Br
    4	-14	-13	1	-1.8	-2	-3	-2.9	-1	-6
COC(=O)c1ccc(C2c3c(n[nH]c3C)C(=O)N2c2ccc(C)cc2)cc1 (centres undefined)
    17	2	-4	-4	1.1	.	-1	-3.4	5	-7
C/C(=N\Nc1ccc([N+](=O)[O-])cc1[N+](=O)[O-])c1cccnc1
    1	3	3	17	0.6	-11	6	-0.2	-14	-2
CC1(C)CC(NS(=O)(=O)c2ccc(S(=O)(=O)N3CCOCC3)cc2)CCO1 (centres undefined)
    -6	-9	-6	1	-1.4	.	2	-2.0	4	-4
CCOC(=O)CSc1n[nH]c(-c2ccco2)n1
    -6	9	0	-3	0.1	-2	-4	0.1	21	0
Cc1ccc(NC(=O)CCNS(=O)(=O)c2cc(Br)cnc2N)cc1Cl
    14	-9	2	-1	2.1	-5	-1	-3.5	0	-2
Cc1cc2[nH]c(=O)c(=O)[nH]c2cc1S(=O)(=O)N(C)C1CCCCC1
    17	2	0	8	2.0	.	1	-0.6	2	-6
CCCCC[C@@H]1C=C(C(=O)O)[C@H](c2ccc(C#N)cc2)N1S(=O)(=O)c1ccc(C)cc1
    -2	4	-6	-2	-0.5	-8	8	-0.4	9	-2
CC1CCN(C(=O)c2ccccc2NC(=O)Nc2ccccc2)CC1
    9	-13	-1	9	-1.2	-2	0	-3.1	-11	3
O=C1CC2(CCOCC2)Oc2ccc3ccccc3c21
    2	-12	-6	1	0.8	0	0	-1.2	0	-7
O=C1CCCN1CCCNS(=O)(=O)c1ccc(F)cc1F
    -3	-5	-4	-2	2.3	-4	-1	-1.1	-3	-1
COc1cc(CC(=O)OCC(=O)NC2CCCC2)cc(OC)c1OC
    -4	3	-2	2	1.9	-9	-1	-0.2	14	6
CC(C)[C@H](NC(=O)c1ccccc1F)C(=O)OCCN1C(=O)c2ccccc2C1=O
    12	4	-5	-4	1.9	0	-3	-0.9	5	-4
CC(OC(=O)c1ccc(Cl)c(S(N)(=O)=O)c1)C(=O)NCc1ccc2c(c1)OCO2 (centres undefined)
    2	-8	-5	0	-0.3	-3	0	-2.2	13	5
CCOC(=O)c1c(C)nc(-c2ccccc2)nc1NC(=O)C(C)C
    10	-3	3	5	0.1	.	-5	-1.2	-11	1
Cc1cc(C)cc(OCC(=O)N(Cc2ccccc2)C2CCS(=O)(=O)C2)c1 (centres undefined)
    -1	-1	2	7	-0.1	-2	1	-1.2	-14	-4
C[n+]1cc[nH]c1SCC(=O)c1ccc(Cl)cc1
    1	1	-5	11	-4.0	-1	1	1.7	18	5
CN(C)C(=O)c1cc(C(=O)c2ccccc2F)c[nH]1
    -3	5	-6	5	0.4	0	-6	-0.9	-46	-7
CC1CCCN(CCCNC(=O)c2ccc(N3CCCC3=O)cc2)C1 (centres undefined)
    -6	-19	2	-3	-0.1	-1	-1	-1.2	17	-6
COc1ccc(NC(=O)C2CCCN(S(=O)(=O)c3ccc(Cl)cc3)C2)cc1OC (centres undefined)
    5	9	-7	-3	1.0	-4	2	-0.8	-51	-2
C=CC[C@H](CC(=O)NCCO)C(=O)N[C@H](COC(=O)[C@@H](CC=C)Cc1ccc(F)cc1)C(C)(C)C
    -13	-4	-1	15	3.0	-3	1	-1.2	5	-9
C=CCn1c(=O)c(C(=O)Nc2ccc(C)cc2)c(O)c2ccccc21
    3	11	1	5	-1.0	-1	2	-1.2	-3	-7
CC(=O)Nc1ccc(NC(=O)COC(=O)CCc2nc3ccccc3s2)cc1
    7	-7	0	1	-0.8	-2	-2	-1.1	-9	-3
CCCn1c(OC)nc2c1c(=O)n(C)c(=O)n2C
    -4	5	-6	4	0.1	.	-1	-0.7	.	-8
O=C(O)C1C(c2ccccc2)C(C(=O)OCc2ccco2)C1c1ccccc1 (centres undefined)
    -1	6	4	-2	2.0	0	0	0.1	12	-2
CCOc1cccc2cc(C(=O)NCc3ccc(F)cc3)c(=N)oc12
    -4	-2	-3	-1	0.7	-1	3	-1.7	12	-5
O=S(=O)(c1cnc[nH]1)N1CCN(c2ccc(F)cc2)CC1
    -3	-3	-3	-1	-1.4	1	2	-1.8	.	-11
Cc1c(OCc2ccccc2)c(=O)ccn1Cc1ccc(Cl)cc1
    6	0	1	-5	0.2	-2	-3	-1.6	0	1
